Source: PubChem (several laboratories)
MT1-MMP txn act – MT1-MMP promoter transcription activation; activation factor at 10 µM; HT1080 MT1-MMP promoter luciferase reporter, luminescence, overnight; active compounds read high; hit rate 0.16% among 86,000;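 active = activation factor of at least 2 for MT1-MMP transcription at 10 µM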
FAK inh – blocks human focal adhesion kinase activity; Q05397; biochemical FAK kinase activity assay; inhibition, %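 (tested at 7 µM)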; hit rate 0.84% among 97,000; AID 727; in the data active = inhibition above about 19%;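 also: 0% = DMSO and 100% = reference compound high control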
PLAP act – activates human placental alkaline phosphatase; P05187; hit rate 1.2% among 96,000; purified PLAP enzyme, luminescent substrate read-out; active compounds read high; AID 696; activation fold at 20 µM; in the data active = activation fold above about 2
S1P2 ag – agonists of human S1P2 receptor; O95136; S1P2-expressing cell line, agonist reporter read-out; activation, % at 4.5 µM; hit rate 0.46% among 97,000; AID 729; in the data active = activation above about 16%;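 also: 0% = vehicle low control and 100% = maximal reference agonist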
Target sequence (O95136 whole entry, looked up): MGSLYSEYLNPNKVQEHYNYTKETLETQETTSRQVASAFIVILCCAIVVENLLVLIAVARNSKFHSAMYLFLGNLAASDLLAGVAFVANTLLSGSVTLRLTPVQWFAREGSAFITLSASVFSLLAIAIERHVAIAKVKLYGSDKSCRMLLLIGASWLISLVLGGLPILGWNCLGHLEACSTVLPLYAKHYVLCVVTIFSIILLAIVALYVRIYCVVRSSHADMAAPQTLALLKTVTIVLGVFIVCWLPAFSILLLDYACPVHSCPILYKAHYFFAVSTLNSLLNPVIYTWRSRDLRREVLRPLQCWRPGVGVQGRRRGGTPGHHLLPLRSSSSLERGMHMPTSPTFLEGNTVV
EphB4 ephrin blk – EphB4-ephrin-B2 interaction antagonism. EphB4 LBD / TNYL-RAW-Alexa532 peptide, fluorescence polarization. hit rate 0.15% among 97,000. inhibition, % at 7 µM;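 active = inhibition above the screen-wide mean inhibition plus 3 SD, cut at about 15% in these data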;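 also: 0% = DMSO wells and 100% = excess unlabeled TNYL-RAW peptide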
S1P2 blocker – antagonists of human S1P2 receptor; O95136; cell-based S1P2 antagonist assay, inhibition at 5 uM; inhibition, % at 5 µM; hit rate 0.21% among 97,000; in the data active = inhibition above about 45%;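 also: CRE beta-lactamase reporter cells expressing human S1P2 stimulated with S1P; 0% = agonist at EC80 alone and 100% = agonist plus reference antagonist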
Plk1 PBD FP – blocks phosphopeptide binding to human Plk1 polo box domain | inhibition, %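 (tested at about 20 µM)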 | hit rate 0.13% among 97,000 | P53350 | AID 693 | Plk1 PBD phosphopeptide binding, fluorescence polarization; in the data active = inhibition above about 34%, passing the limit was not always enough
Target sequence (P53350 whole entry, looked up, the tested form may be a part): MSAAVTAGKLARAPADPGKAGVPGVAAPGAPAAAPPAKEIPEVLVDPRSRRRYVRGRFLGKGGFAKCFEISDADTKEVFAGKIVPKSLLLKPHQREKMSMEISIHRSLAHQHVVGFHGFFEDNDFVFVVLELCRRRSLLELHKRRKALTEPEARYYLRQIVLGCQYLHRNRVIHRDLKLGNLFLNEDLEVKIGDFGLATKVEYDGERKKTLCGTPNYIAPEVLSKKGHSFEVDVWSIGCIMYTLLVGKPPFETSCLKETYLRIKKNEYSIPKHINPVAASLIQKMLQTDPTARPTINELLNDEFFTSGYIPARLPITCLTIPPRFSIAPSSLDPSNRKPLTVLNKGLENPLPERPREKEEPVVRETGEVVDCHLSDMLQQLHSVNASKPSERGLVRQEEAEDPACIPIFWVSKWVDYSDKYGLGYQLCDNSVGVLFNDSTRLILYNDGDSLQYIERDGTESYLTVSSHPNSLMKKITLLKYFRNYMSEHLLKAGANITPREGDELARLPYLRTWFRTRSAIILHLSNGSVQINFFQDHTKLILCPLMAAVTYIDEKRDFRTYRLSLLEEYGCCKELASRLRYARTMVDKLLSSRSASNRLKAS
Rev-RRE block – disrupts HIV-1 Rev binding to RRE RNA. inhibition, % at 8 µM. Rev peptide-RRE RNA binding, FRET. hit rate 0.79% among 97,000;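 active = inhibition above the screen-wide mean plus 3 SD, cut at about 35% in these data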;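 also: 0% = median DMSO wells and 100% = median Neomycin B control wells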
Target sequence (P05866 whole entry, looked up): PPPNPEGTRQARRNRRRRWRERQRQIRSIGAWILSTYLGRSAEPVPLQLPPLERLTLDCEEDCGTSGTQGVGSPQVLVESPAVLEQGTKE
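Test system – labelled RRE RNA duplex and labelled Rev peptide · Signal – fluorescein-to-Cy5 FRET, 480 nm excitation · Evaluation – % inhibition of FRET ratio versus controls · Benchmarks – DMSO low control, neomycin B high control · Incubation – 5 min RNA-compound premix plus 15 min binding step, 25 °C · Medium – HEPES pH 7.5 salt buffer with EDTA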
PLK1 kinase inh – PLK1 (human) kinase inhibition. AID 619. inhibition, % at 10 µM. recombinant PLK1 kinase, TR-FRET peptide phosphorylation. P53350. hit rate 0.53% among 97,000;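 active = inhibition of 50% or more in the single-concentration screen; inactive = inhibition below 50%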;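 also: 0% = DMSO max control and 100% = H-89 dihydrochloride min control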
* = called active by the depositor; / = not tested or not shown.

SMILES	MT1-MMP txn act	FAK inh	PLAP act	S1P2 ag	EphB4 ephrin blk	S1P2 blocker	Plk1 PBD FP	Rev-RRE block	PLK1 kinase inh
Cn1c(=O)oc2cc(S(=O)(=O)N3CCN(c4ccccc4)CC3)ccc21	1.1	-6.2	1	-7.6	2.6	14.4	-14.1	33.2	-1.6
COc1ccccc1N1CCN(C(=O)C(C)N(c2ccc(C)c(C)c2)S(C)(=O)=O)CC1 (stereo unspecified)	1	-0.2	1.5	-0.8	0.5	0.1	2.4	0.7	-15.4
CC1Cc2ccccc2N1C(=O)CNCCCN(C)C (stereo unspecified)	/	2.0	1	-1.3	-0.8	5.5	-0.8	3.6	-7.8
C/C(CC(=O)Nc1ccccn1)=N\NC(=O)C(=O)Nc1cccc(Cl)c1C	/	-2.9	1	-1.7	-0.7	5.0	-28.1	-2.1	-5.4
Cc1nc2nc(-c3ccccc3)[nH]n2c(=O)c1Cc1ccccc1	1.3	-4.4	0.7	0.2	7.3	-10.9	-23.8	2.1	-12.1
CC(C)(C)C(=O)Nc1sc2c(c1C#N)CCCCC2	1.1	2.4	/	1.5	-7.0	-30.4	-0.5	5.2	-11.2
CCOC(=O)c1ccccc1NC(=O)C(C)Oc1ccccc1 (stereo unspecified)	1.1	0.3	0.9	-7.9	7.0	-17.9	-13.7	13.9	-6.1
CCS(=O)(=O)NCC(c1cccnc1)N1CCN(c2ccc(F)cc2)CC1 (stereo unspecified)	1.3	-1.4	1.1	-0.6	-6.8	12.4	-21.0	-2.7	-10.8
CC(=O)c1c(C(C)=O)c(C)n(-c2ccc(N)cc2)c1C	0.9	1.3	0.9	1.8	-0.7	-3.4	-4.0	1.9	-10.7
O=C(CCn1c(=O)sc2ccccc21)NCc1cccs1	1	-2.1	/	-8.7	3.0	7.0	10.7	7.0	-2.4
CCOC(=O)N1CCC(NC(=O)c2cnn3cccnc23)CC1	1.1	-0.4	0.8	-0.7	-1.3	-20.8	28.9	6.3	5.1
O=C(O)c1ccc(-n2c(-c3cc(-c4ccco4)[nH]n3)n[nH]c2=S)cc1	1.1	-1.2	0.9	-7.0	-1.6	8.6	7.4	3.6	-12.3
CC1(C)N=C(/C=N/O)CN1O	1.1	-1.7	1.1	-6.5	-7.6	0.4	9.8	1.8	-6.2
COc1ccc(NC(=O)CC(C)C)c([N+](=O)[O-])c1	/	-7.7	1.2	2.4	3.2	-24.5	4.5	2.5	-3.4
O=C(NC(C(=O)N/N=C/c1cccc2ccccc12)c1n[nH]c(=O)c2ccccc12)c1ccccc1 (stereo unspecified)	1.2	4.4	1.3	-6.5	-4.4	-8.4	-10.8	3.9	-20.8
COc1ccc(Cl)cc1N1C(=O)C2CCCN2C1c1sccc1C (stereo unspecified)	1.4	-1.5	1.2	-2.1	-6.2	-10.2	7.4	0.1	-6.5
COc1ccc(N=c2oc3cc(O)ccc3cc2C(=O)NCC2CCCO2)cc1 (stereo unspecified)	1	1.2	0.9	18.1*	-2.9	-43.2	30.6	2.6	6.1
CC(C)CNC1=CC(=O)CC(c2ccco2)C1 (stereo unspecified)	1	4.9	1.4	-4.7	1.1	6.7	3.0	7.2	2.2
Cc1cc(C)n(-c2ccc(C(=O)OCC(=O)N(CC(C)C)C3CCS(=O)(=O)C3)cc2)n1 (stereo unspecified)	1.1	-6.6	1.2	-5.4	4.7	-1.8	2.7	-0.9	-4.2
CCCc1nc(N)sc1C(=O)OCC	/	-3.4	1	-3.6	-1.9	-26.0	-0.7	-1.6	-3.5
O=C(CNS(=O)(=O)c1ccc(Br)s1)NCC1COc2ccccc2O1 (stereo unspecified)	1	-5.7	1.1	-8.4	-12.2	0.3	4.9	-0.2	-2.4
Cc1ccc(/C=N/NC(=O)C2=NNC(c3ccccc3)(c3ccccc3)C2)c(O)c1	1.1	-4.5	/	2.4	-1.1	-25.5	4.1	9.9	-16.9
COc1ccc(Oc2c(-c3ccc(O)cc3O)n[nH]c2C)cc1	1	8.8	1.8	-6.8	0.3	1.6	-30.0	2.0	-5.9
COc1cccc(/C=N/n2c(N)nc3ccccc32)c1OC	1.7	4.8	1.5	-8.5	7.0	-24.3	0.0	12.2	2.9

Reprinted at random: two compounds from above, in no set order.
SMILES	MT1-MMP txn act	FAK inh	PLAP act	S1P2 ag	EphB4 ephrin blk	S1P2 blocker	Plk1 PBD FP	Rev-RRE block	PLK1 kinase inh
O=C(CNS(=O)(=O)c1ccc(Br)s1)NCC1COc2ccccc2O1 (stereo unspecified)	1	-5.7	1.1	-8.4	-12.2	0.3	4.9	-0.2	-2.4
Cc1ccc(/C=N/NC(=O)C2=NNC(c3ccccc3)(c3ccccc3)C2)c(O)c1	1.1	-4.5	/	2.4	-1.1	-25.5	4.1	9.9	-16.9

Remaining list, next part:
SMILES	MT1-MMP txn act	FAK inh	PLAP act	S1P2 ag	EphB4 ephrin blk	S1P2 blocker	Plk1 PBD FP	Rev-RRE block	PLK1 kinase inh
CCCn1c(O)c(/C=C2\C=NN=C2c2ccccc2)sc1=S	/	4.8	1.1	-3.2	-0.8	-14.4	-14.3	17.0	-3.2
CC(C)NC(=O)CSc1nc2ccccc2n1CC(=O)N1CCc2ccccc21	1.2	-10.1	1.5	-6.3	-0.9	13.1	-26.1	3.3	-3.0
Cc1oc(-c2ccccc2)cc1C(=O)Nc1ccc2ccccc2c1	1.2	-6.0	1.1	-6.6	-1.8	-4.1	2.2	8.4	-6.6
COC(=O)c1cc(NC(=O)CC2C(=O)NCCN2C(=O)c2ccc(F)cc2)cc(C(=O)OC)c1 (stereo unspecified)	1	3.9	1.7	-2.0	5.4	-1.9	-3.7	6.0	-15.8
CCOC(=O)C1=C(N)n2c(s/c(=C\c3ccco3)c2=O)=C(C(=O)OC(C)C)C1c1ccco1 (stereo unspecified)	1	0.7	/	-1.7	-5.5	13.4	6.6	12.4	-13.2
Cc1nc2ccccc2n1CC(=O)N1CC(=O)Nc2ccccc21	0.9	0.3	1.1	-4.7	1.4	-2.6	-7.6	1.7	-10.8
CCOC(=O)c1cccc(NC(=O)C2CCC(CNc3c(N4CCOCC4)c(=O)c3=O)CC2)c1 (stereo unspecified)	1.1	0.0	1.7	-6.5	2.5	3.4	-0.4	10.4	-18.1
COc1ccc(C(=O)c2ccc(Br)cc2)cc1	/	4.9	/	0.7	-5.6	4.5	4.3	6.2	-7.9
CN(C)c1nc(-c2ccc([N+](=O)[O-])cc2)cs1	/	2.2	0.8	-8.0	-1.4	6.7	-4.1	3.5	-6.2
Nc1nc(SCc2ccccc2Cl)[nH]c(=O)c1-c1ccccc1	1.2	-0.3	/	-6.2	2.2	-12.7	-14.7	8.2	-13.1
CCCN1Cc2cccc(C(=O)NCc3cccs3)c2C1=O	1.2	2.9	0.9	-3.6	4.7	-5.0	-16.5	5.1	-2.9
Cc1nn(Cc2ccccc2)c(Cl)c1C(=O)OC1CCOC1=O (stereo unspecified)	1.3	-2.5	1	-8.1	-5.5	-14.2	-5.9	-1.4	-7.0

Another view of some results above.
SMILES | MT1-MMP txn act | FAK inh | PLAP act | S1P2 ag | EphB4 ephrin blk | S1P2 blocker | Plk1 PBD FP | Rev-RRE block | PLK1 kinase inh
COc1ccc(Oc2c(-c3ccc(O)cc3O)n[nH]c2C)cc1 | 1 | 8.8 | 1.8 | -6.8 | 0.3 | 1.6 | -30.0 | 2.0 | -5.9
COc1cccc(/C=N/n2c(N)nc3ccccc32)c1OC | 1.7 | 4.8 | 1.5 | -8.5 | 7.0 | -24.3 | 0.0 | 12.2 | 2.9
CCCn1c(O)c(/C=C2\C=NN=C2c2ccccc2)sc1=S | / | 4.8 | 1.1 | -3.2 | -0.8 | -14.4 | -14.3 | 17.0 | -3.2
CC(C)NC(=O)CSc1nc2ccccc2n1CC(=O)N1CCc2ccccc21 | 1.2 | -10.1 | 1.5 | -6.3 | -0.9 | 13.1 | -26.1 | 3.3 | -3.0
Cc1oc(-c2ccccc2)cc1C(=O)Nc1ccc2ccccc2c1 | 1.2 | -6.0 | 1.1 | -6.6 | -1.8 | -4.1 | 2.2 | 8.4 | -6.6
COC(=O)c1cc(NC(=O)CC2C(=O)NCCN2C(=O)c2ccc(F)cc2)cc(C(=O)OC)c1 (stereo unspecified) | 1 | 3.9 | 1.7 | -2.0 | 5.4 | -1.9 | -3.7 | 6.0 | -15.8
CCOC(=O)C1=C(N)n2c(s/c(=C\c3ccco3)c2=O)=C(C(=O)OC(C)C)C1c1ccco1 (stereo unspecified) | 1 | 0.7 | / | -1.7 | -5.5 | 13.4 | 6.6 | 12.4 | -13.2
Cc1nc2ccccc2n1CC(=O)N1CC(=O)Nc2ccccc21 | 0.9 | 0.3 | 1.1 | -4.7 | 1.4 | -2.6 | -7.6 | 1.7 | -10.8
CCOC(=O)c1cccc(NC(=O)C2CCC(CNc3c(N4CCOCC4)c(=O)c3=O)CC2)c1 (stereo unspecified) | 1.1 | 0.0 | 1.7 | -6.5 | 2.5 | 3.4 | -0.4 | 10.4 | -18.1
COc1ccc(C(=O)c2ccc(Br)cc2)cc1 | / | 4.9 | / | 0.7 | -5.6 | 4.5 | 4.3 | 6.2 | -7.9
CN(C)c1nc(-c2ccc([N+](=O)[O-])cc2)cs1 | / | 2.2 | 0.8 | -8.0 | -1.4 | 6.7 | -4.1 | 3.5 | -6.2

The listing continues.
SMILES	MT1-MMP txn act	FAK inh	PLAP act	S1P2 ag	EphB4 ephrin blk	S1P2 blocker	Plk1 PBD FP	Rev-RRE block	PLK1 kinase inh
O=S(=O)(c1cccc(C(F)(F)F)c1)N1CCN(c2nnnn2-c2ccccc2)CC1	1.1	-6.8	0.9	-5.5	-2.3	22.4	-5.0	2.3	-2.4
CCC(C)C(NC(=O)OC(C)(C)C)C(=O)NCc1ccco1 (stereo unspecified)	1	-1.5	0.9	-5.3	4.8	-10.6	18.2	2.8	0.7
Cc1ccc(C)c(N2CCN(C(=O)Cn3c(=O)[nH]c4ccsc4c3=O)CC2)c1	0.9	1.4	1.2	-5.7	-0.6	-3.4	17.7	5.8	-7.1
N/C(=N\OC(=O)c1cc(-c2ccccc2)nc2ccccc12)c1ccncc1	/	-9.5	0.8	-2.2	-5.8	-8.2	45.2	2.5	-4.8
Cc1n[nH]c(C)c1S(=O)(=O)N1CCN(C(=O)c2ccco2)CC1	1.1	0.2	1	-3.8	-4.9	19.3	27.6	8.4	-19.3
COc1ccc(N2CCN(CC(=O)N3CCC(C)CC3)CC2)cc1	1.1	1.1	1	-4.3	6.9	-5.7	-15.6	-4.3	-3.1
C=CCn1c(Cc2ccc(OC)cc2)nnc1SCC(N)=O	1.1	-1.1	1.2	-1.7	3.4	-9.5	8.2	6.2	-5.3
Cc1ccc(C2C(C(=O)c3sc(C)nc3C)=C(O)C(=O)N2CCN2CCOCC2)o1 (stereo unspecified)	1.2	-9.2	1.4	-3.9	-5.0	-6.4	-9.0	5.8	2.0
NS(=O)(=O)c1ccc(S(=O)(=O)NCCc2ccccc2)cc1	1.2	1.3	0.9	-7.8	4.6	27.9	-32.2	4.4	-17.3
Cn1c(=O)[nH]c(=O)c2c1nc(NCCc1ccccc1)n2CC(O)COc1ccccc1 (stereo unspecified)	1	1.2	1	-4.4	-6.3	-14.0	1.3	-3.7	-4.2
COc1ccc(N2CCN(C(CNC(=O)C3CCCCC3)c3cccnc3)CC2)cc1 (stereo unspecified)	1.1	5.6	1.2	-0.1	4.1	12.4	-7.5	-1.1	-2.5
CC1CCCCC1NC(=O)C1CCN(S(=O)(=O)c2ccc(-n3cnnn3)cc2)CC1 (stereo unspecified)	/	-0.2	1.1	2.8	9.1	-5.2	-18.8	-0.9	-7.3
COc1ccc(CNC(=O)c2cnc(C)cn2)c(OC)c1	1.2	-0.3	0.8	-3.0	1.0	-20.2	-2.2	-1.8	-7.1
CC(=O)N1c2ccccc2C(C)CC12CCCCC2 (stereo unspecified)	/	-1.3	/	-4.9	2.5	-11.4	-1.6	16.9	-8.7
Cc1ccc(-c2cc(N)n(Cc3ccc(Cl)cc3)n2)cc1	/	-1.0	0.9	-8.2	-4.1	-18.5	-19.1	5.0	-3.6

Compounds were not picked by outcome; overall some 3.9% were active at least once.
